Screening data as filed in PubChem.
LGR2 antag: inhibitors of bursicon-induced Drosophila LGR2 receptor cAMP signaling; HEK293 LGR2, CRE-luciferase, bursicon-stimulated, 4 h; inhibition, % at 9.99 µM; hit rate 0.35% among 380,000; AID 720647;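 active = drop in luminescence signal, shown as inhibition above about 50% in the replicate tests, limit read from the data, passing the limit was not always enough; inconclusive = probably only some replicates passing the limit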;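 also: agonist challenge used bursicon conditioned medium at about half maximal strength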
SIRT5 inh: sirtuin-5 (human) deacylase inhibition; Purified SirT5, succinyl-peptide AMC, trypsin-coupled fluorescence; inhibition, % at 15 µM; hit rate 1.1% among 330,000; AID 652115; in the data active = inhibition above about 15%; inconclusive = no clear call, values can overlap the other calls
Target sequence (Q9NXA8 whole entry, looked up): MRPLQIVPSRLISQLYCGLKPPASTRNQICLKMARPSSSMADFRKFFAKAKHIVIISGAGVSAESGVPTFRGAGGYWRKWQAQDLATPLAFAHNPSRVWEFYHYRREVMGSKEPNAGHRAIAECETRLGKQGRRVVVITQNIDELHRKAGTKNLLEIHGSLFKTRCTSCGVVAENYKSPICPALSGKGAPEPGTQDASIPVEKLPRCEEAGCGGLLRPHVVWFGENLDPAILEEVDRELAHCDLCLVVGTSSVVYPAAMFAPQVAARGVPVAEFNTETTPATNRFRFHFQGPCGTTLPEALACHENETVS
Casp6 inh: caspase-6 (human) enzyme inhibition | inhibition, % at 12.5 µM | hit rate 0.53% among 350,000 | purified caspase-6, Z-VEID-R110 cleavage fluorescence;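 active = mean inhibition across replicates at least about 35%, with every replicate also reaching that limit, limit read from the data; inconclusive = only one of the two criteria met; inactive = neither criterion met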;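 also: 0% = median of neutral control wells and 100% = no fluorescence left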
Target sequence (P55212 24-179 limits assumed): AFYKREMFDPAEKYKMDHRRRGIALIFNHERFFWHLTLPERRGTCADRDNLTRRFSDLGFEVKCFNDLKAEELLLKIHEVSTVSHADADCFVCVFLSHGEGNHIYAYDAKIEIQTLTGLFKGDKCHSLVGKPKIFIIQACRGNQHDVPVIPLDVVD
Target sequence (P55212 194-293 limits assumed): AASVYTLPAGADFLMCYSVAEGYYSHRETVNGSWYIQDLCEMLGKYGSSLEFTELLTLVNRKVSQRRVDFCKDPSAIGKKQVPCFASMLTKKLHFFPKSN
ARNT-TACC3 inh: disrupts binding between human ARNT and TACC3. Q9Y6A5. AlphaScreen His-ARNT PAS-B/GST-TACC3 binding, luminescence; TACC3 fragment carries E629A point mutation. inhibition, % at 9.99 µM. hit rate 0.66% among 390,000;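 active = mean inhibition of replicates at least 50% and at least half of replicates each reaching 50%; inconclusive = half or more replicates reach 50% but mean below 50%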;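 also: 0% = complete ARNT plus TACC3 wells and 100% = ARNT alone without TACC3; many hits fall short of the cut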
EWS-Fli inh: EWS/Fli transcriptional activity inhibition | A673 NR0B1-luciferase reporter, viability-normalised | inhibition, % at 12.6 µM | hit rate 0.67% among 350,000 | AID 651661;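 active = mean inhibition of at least 50% after viability correction, with every replicate also passing that limit; inconclusive = mean reaches 50% but only one of two replicates passes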;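 also: firefly luciferase signal divided by Alamar Blue viability fluorescence both relative to DMSO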
DENV2 CPE rescue: protects cells from dengue virus 2 cytopathic effect | AID 651640 | DENV2-infected cells, cytopathic effect rescue, plate reader | CPE inhibition, % at 9.99 µM | hit rate 1.7% among 350,000; in the data active = CPE inhibition above about 20%, passing the limit was not always enough; inconclusive = no clear call, values can overlap the other calls; tested in BHK-21 cells;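 also: 0% = median of neutral control wells and 100% = median of positive control wells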
PAX8 reporter: PAX8 transcriptional activity inhibition. AID 652154. hit rate 1.2% among 360,000. inhibition, % at 12.6 µM. RMG-I TPO-luciferase reporter, SteadyGlo, 24 h;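 active = mean replicate inhibition at least 60% with every replicate also reaching 60%; inconclusive = only one of the two criteria is met; inactive = mean below 60% and not all replicates reaching 60%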;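 also: luciferase light reporting Pax8 driven TPO promoter activity; plate controls were median of neutral control wells for no effect and mitoxantrone controls for full effect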
Numbers without * were called inactive; ? = inconclusive; · = no result given; & = joins results of further samples; ! = a repeat was not active.

SMILES	LGR2 antag	SIRT5 inh	Casp6 inh	ARNT-TACC3 inh	EWS-Fli inh	DENV2 CPE rescue	PAX8 reporter
C[C@@H]1CCCCO[C@H](CN(C)C(=O)Nc2ccc(F)cc2)[C@@H](C)CN([C@H](C)CO)C(=O)c2cc(NC(=O)Nc3ccc(F)cc3)ccc2O1	12.2	27.1*	-0.8	2.8	5.9	5.3	-5.3
Cc1c(OC(C(=O)O)c2ccccc2)ccc2c(-c3ccccc3)cc(=O)oc12 (centres undefined)	-0.6	12.7	0.2	-6.6	-1.7	-6.3	10.3
C[C@H]1CN([C@@H](C)CO)C(=O)Cc2cc(NS(C)(=O)=O)ccc2O[C@H]1CN(C)C	7.2	-5.1	-1.0	-5.7	-6.3	1.5	-12.4
COc1ccc(C(=O)Nc2ccc(Nc3ccccc3)cc2)cc1[N+](=O)[O-]	18.0	0.7	-0.2	-3.8	0.3	39.8*	7.5
Cc1c(NC(=O)CCC2CCCCC2)cc(C(=O)N2CCOCC2)cc1[N+](=O)[O-]	16.2	-4.5	2.6	-6.2	5.9	·	-8.0
Cc1cccc(NC(=O)CSCC(=O)N(C)Cc2c(F)cccc2Cl)c1	11.8	-4.9	-38.7	-1.6	2.4	7.7	-4.9
Cc1cc(N(C)C(=O)c2ccc3c(c2)S(=O)(=O)c2cc(Cl)ccc2C3=O)c(C(F)(F)F)o1	4.4	·	-2.2	-2.8	-14.8	48.9*	-7.5
O=C(CN1CCOCC1)N1CCCCN2[C@H](C1)[C@H](c1ccc(-c3ccccc3F)cc1)[C@@H]2CO	8.4	22.6*	1.8	-9.2	-3.6	-3.9	0.8
Cc1noc(C)c1NC(=O)N(C)C[C@@H]1OCCCC[C@H](C)Oc2ccc(NC(=O)NC(C)C)cc2C(=O)N([C@@H](C)CO)C[C@@H]1C	-18.5	0.3	6.2	5.3	-13.5	-5.5	1.1
O=C(Nc1cc(F)ccc1F)c1ccc2c(=O)n3c(nc2c1)CCC3	-48.6	·	-1.2	·	-76.8	-6.2	-135.9
CCc1cc2cc(OC)ccc2nc1SCC(=O)Nc1cc(OC)c(OC)cc1C(=O)O	9.5	3.4	0.9	·	1.4	6.7	-3.9
O=C(NCCCn1ccnc1)c1cc(Cl)cc(Cl)c1	18.3	-5.1	-6.4	-4.6	-15.3	1.0	-15.0
C[C@@H]1CN([C@@H](C)CO)C(=O)c2cccc(NC(=O)c3nc4ccccc4s3)c2O[C@@H]1CN(C)Cc1ccc(Cl)c(Cl)c1	-7.5	7.4	-5.8	-2.2	3.2	2.7	·
COc1cc(N=Nc2ccccc2C(=O)O)ccc1O	6.2	0.0	4.3	-3.9	-17.3	-2.4	26.0
Cc1noc(C)c1NC(=O)N(C)C[C@H]1Oc2ccc(NS(C)(=O)=O)cc2CC(=O)N([C@@H](C)CO)C[C@@H]1C	-6.4	·	·	0.1	2.5	-0.7	-1.0
Cc1ccc(CNC(=O)c2ccccc2NC(=O)CN2CC(C)OC(C)C2)cc1 (centres undefined)	-3.5	-4.0	-0.2	-3.9	-2.8	7.5	-22.4
O=C(c1cc(F)c(F)cc1Cl)N1CCN(c2ncccn2)CC1	10.8	-3.9	-1.3	-1.8	8.3	6.1	10.4
CN(C)C(=O)[C@H]1[C@H](CO)[C@H]2Cn3c(cccc3=O)[C@H]2N1C(=O)C1CCC1	-9.3	1.3	3.9	-1.1	1.3	-2.5	0.0
CCCCSc1nc(C(=O)O)cc(=O)[nH]1	6.4	-3.7	-5.6	-3.2	3.4	-6.0	5.3
C[C@@H]1CN([C@@H](C)CO)C(=O)c2cc(NC(=O)c3ccncc3)ccc2O[C@@H](C)CCCCO[C@H]1CN(C)C	-1.1	8.3	0.4	12.8	-2.0	?	-10.0

Fetched one by one from above, two records:
SMILES	LGR2 antag	SIRT5 inh	Casp6 inh	ARNT-TACC3 inh	EWS-Fli inh	DENV2 CPE rescue	PAX8 reporter
CCCCSc1nc(C(=O)O)cc(=O)[nH]1	6.4	-3.7	-5.6	-3.2	3.4	-6.0	5.3
COc1ccc(C(=O)Nc2ccc(Nc3ccccc3)cc2)cc1[N+](=O)[O-]	18.0	0.7	-0.2	-3.8	0.3	39.8*	7.5

New compounds follow:
SMILES	LGR2 antag	SIRT5 inh	Casp6 inh	ARNT-TACC3 inh	EWS-Fli inh	DENV2 CPE rescue	PAX8 reporter
CN(C)CC(=O)Nc1ccc2c(c1)[C@H]1C[C@H](CC(=O)NCc3cccc(F)c3)O[C@H](CO)[C@H]1O2	9.6	-3.3	-3.1	-3.8	-3.8	13.0	8.8
Cn1nccc1C(=O)NC(=S)Nc1cc(Cl)cc(Cl)c1	-2.7	-2.3	-1.5	0.3	11.6	-5.7	-34.4
CSc1ccc(S(=O)(=O)NCC(=O)OCC(=O)NCc2cccs2)cc1[N+](=O)[O-]	1.9	-4.2	6.7	3.0	3.6	4.8	4.7
Cc1nc2ccccc2c2c1CC(C)S2 (centres undefined)	-1.1	-0.9	-1.0	0.6	-40.8	?	8.0
O=C(O)[C@@H]1CCCN1S(=O)(=O)c1cccc2cccnc12	-1.7	-2.9	-2.6	13.5	-1.8	-1.6	-5.1
COc1ccc(C(N)=O)cc1NC(=O)CC(O)(C(F)(F)F)C(F)(F)F	2.7	·	4.3	-2.7	·	·	·
CCC(=O)Oc1oc(-c2ccccc2)nc1C=Nc1ccc(C)cc1	-1.5	0.0	-7.1	-8.9	16.9	-8.2	11.2
Cc1ccc(NC(=S)NCc2ccc(F)cc2)cc1	-21.2	4.7	-5.1	3.7	-3.6	1.0	-18.7
O=C(Nc1cccc(F)c1)N1C[C@@H]2N[C@H](C1)C2c1ccc(-c2ccc(F)cc2)cc1 (some centres undefined)	18.6&-19.3	11.3&6.3	0.2&-0.7	·	2.6&-1.0	-3.5&0.0	85.8*!
O=C(CC[C@H]1O[C@@H](n2ccc(=O)[nH]c2=O)[C@H](O)[C@@H]1O)N[C@H](Cc1ccccc1)C(=O)NCc1ccccc1	-14.7	-4.1	-1.3	·	-0.4	0.7	-19.8
COCCNC(=O)c1c(C)cc(C)cc1C	7.7	-4.6	0.3	·	4.7	-4.1	0.4
Cc1ccc(CNc2nnnn2C)cc1	-1.4	1.2	-1.9	-4.0	6.1	-3.3	24.4
CC(C)NC(=O)N(C)C[C@H]1Oc2cc(-c3ccccc3)ccc2S(=O)(=O)N([C@@H](C)CO)C[C@H]1C	-8.3	-4.2	0.1	-0.8	-3.3	16.1	·
CC(C)(C)[S@](=O)N1Cc2cc(C(=O)N3CCCCC3)nc(-c3cccc(-c4ccccc4F)c3)c2[C@@H]1CCO	-20.3	0.2	-3.9	9.1	-7.0	1.7	1.9
CSCCC(NC(=O)c1ccc(Cl)cc1Cl)C(=O)N1CCCCCCC1 (centres undefined)	-1.4	-3.2	4.4	1.0	1.5	0.7	8.4
CC(C)CC(=O)NC(NC(=S)Nc1ccccc1)C(Cl)(Cl)Cl (centres undefined)	-7.8	-0.8	0.1	18.5	-0.8	3.2	-1.9
CCN1[C@@H]2c3ccc(-c4ccc(F)cc4)c(=O)n3C[C@@H]2[C@@H](CO)[C@@H]1C(=O)NC1CCC1	-3.5	-0.2	1.1	·	7.2	2.9	·
O=C(NC1CCCCC1)N1CC2(C1)[C@H](c1ccccc1)[C@H](CO)N2S(=O)(=O)Cc1ccccc1	-14.1	7.4	-0.7	·	-2.9	-7.6	-6.1
O=C(/C=C/c1ccccc1Cl)NCc1cccs1	-40.0	·	·	-2.5	·	·	-74.5
CCOC(=O)C1CCCN(c2c(N3CCC(N4CCCCC4)CC3)c(=O)c2=O)C1 (centres undefined)	2.5	·	-20.3	-2.7	-3.3	-2.2	-4.4
CCN(C(=O)COC(=O)CNC(=O)c1cccs1)c1c(N)n(Cc2ccccc2)c(=O)[nH]c1=O	-2.7	-3.1	-4.5	26.6	-7.3	0.6	-4.6
C=CCn1c(SCC(=O)NCC2CCCO2)nnc1-c1ccncc1 (centres undefined)	17.9	-1.5	-0.3	25.9	-5.7	16.9	-18.8
Cc1nn(C(=O)Cn2ccc([N+](=O)[O-])n2)c(C)c1Cl	0.5	0.4	-2.0	-10.5	-10.8	-5.8	16.6
CN1c2ccc(-c3ccccc3F)cc2[C@H]2[C@H](CCN2C(=O)Cc2ccccn2)[C@H]1CO	19.3	2.9	-5.1	2.8	3.7	-11.8	-21.5
CCc1nnc(NC(=O)CN2CCCC(C)C2)s1 (centres undefined)	20.8	·	-2.2	-2.3	-1.6	-2.3	1.9
COc1ccc(/C=C/C2=CC(C)(C)NC(=S)N2)c(OC)c1	16.1	-6.0	3.1	-0.9	10.6	-6.3	-3.7
O=C(Nc1ccccc1O)c1ccc(NC(=O)C2CC2)cc1	-86.9	1.5	-0.9	-19.1	·	-10.4	-188.5
COc1ccc(CNC(=O)CN2C(=O)COc3ccc(S(=O)(=O)N4CCC(C)CC4)cc32)cc1	-9.4	2.4	1.8	2.2	·	9.3	-5.6
Cc1cc(C)c(S(=O)(=O)NC(C)C)c(C)c1-n1cnnn1	30.1	-4.0	3.7	-4.7	0.9	-1.3	12.3
Cc1cccc(NC(=O)CSc2nnc(CCNC(=O)OC(C)(C)C)o2)c1C	·	-1.4	-3.1	-4.5	-3.9	-3.1	2.0
Cc1ccc(C(=O)N2CCN(S(=O)(=O)c3ccc(C(C)C)cc3)CC2)s1	0.2	-0.4	2.9	-5.3	13.4	-2.3	7.2
CC(=O)Nc1ccc(NC(=O)c2cccc3ccccc23)cc1	-8.4	-0.2	-3.6	4.0	-16.0	-3.7	-10.5
COc1ccc(C(C)=O)cc1CC1(C)C(=O)Nc2ccc(-c3cccc(C(F)(F)F)c3)cc21 (centres undefined)	10.3	-0.6	-0.3	·	14.5	-3.7	23.2
C[C@H](CO)N1C[C@H](C)[C@H](CN(C)CC2CC2)Oc2cc(-c3cccc(C#N)c3)ccc2S1(=O)=O	6.7	1.2	-0.6	-3.5	-1.1	3.6	-4.1
Cc1cccc(NCc2ccc(O)c3ncccc23)c1	?	-2.1	-1.0	-4.1	15.2	-4.5	78.8*
Cc1cccc(NC(=S)NC23CN4CN(CN(C4)C2)C3)c1	-6.5	·	-87.0	13.2	1.8	·	5.9
C=CC(=O)Nc1cccc(Oc2ncnc3[nH]cc(-c4cnc5ccccc5c4)c23)c1	·	·	-1.8	5.6	-8.4	-13.9	46.9
Cc1ccc(C)c(NC(=O)CSc2nnc(-c3ccncc3)o2)c1	·	-5.7	-1.5	·	3.1	0.6	-1.8
O=C1NC[C@@H](CCCCN2C[C@H](Cc3ccc(O)cc3)N(Cc3ccccc3)C(=O)C2=O)N(CCc2ccc(O)cc2)C1=O	-16.9	-3.7	27.8	·	-10.5	-8.9	-4.7
O=C(Nc1ccc(Cl)cn1)c1cccc(S(=O)(=O)N2CCCC2)c1	-12.9	0.0	2.0	1.4	-9.1	11.1	-3.3
COCC(=O)N1CCCCN2[C@H](CO)[C@H](c3ccc(-c4ccc(OC)cc4)cc3)[C@H]2C1	10.8	1.2	-1.8	-2.3	·	-1.3	-2.9
Cc1ccccc1S(=O)(=O)Nc1ncnc2sccc12	19.4	2.0	13.5	29.4	5.9	12.9	12.6
Cc1noc(C)c1S(=O)(=O)N(C)C[C@H]1Oc2ccc(NS(=O)(=O)c3ccc(F)cc3)cc2C(=O)N([C@H](C)CO)C[C@@H]1C	-23.3	·	0.9	-1.3	1.1	-5.7	-27.7
CCn1nc(C)c(/C=N/NC(=O)Cn2nccc2C)c1C	-7.2	·	·	-2.3	·	·	-74.8

Three compounds from above, sorted by molecular weight, lowest first:
SMILES	LGR2 antag	SIRT5 inh	Casp6 inh	ARNT-TACC3 inh	EWS-Fli inh	DENV2 CPE rescue	PAX8 reporter
CCn1nc(C)c(/C=N/NC(=O)Cn2nccc2C)c1C	-7.2	·	·	-2.3	·	·	-74.8
Cc1ccccc1S(=O)(=O)Nc1ncnc2sccc12	19.4	2.0	13.5	29.4	5.9	12.9	12.6
O=C1NC[C@@H](CCCCN2C[C@H](Cc3ccc(O)cc3)N(Cc3ccccc3)C(=O)C2=O)N(CCc2ccc(O)cc2)C1=O	-16.9	-3.7	27.8	·	-10.5	-8.9	-4.7
